Screening data deposited in PubChem by Sanford-Burnham Center for Chemical Genomics.
APJ antagonist – antagonists of human apelin receptor APJ, primary screen, CHO-K1 cells, beta-arrestin complementation, luminescence | P35414 | inhibition, % at 20 µM | actives 0.32% (n = 330,000) | AID 2521, 2010;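 active means inhibition above about 40% at 20 µM, limit read from the data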;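 further: cells challenged with 10 nM apelin-13 agonist together with compound; plate controls were apelin-13 plus DMSO wells for no effect and DMSO wells lacking apelin-13 for full effect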
Target sequence (P35414 whole entry, looked up): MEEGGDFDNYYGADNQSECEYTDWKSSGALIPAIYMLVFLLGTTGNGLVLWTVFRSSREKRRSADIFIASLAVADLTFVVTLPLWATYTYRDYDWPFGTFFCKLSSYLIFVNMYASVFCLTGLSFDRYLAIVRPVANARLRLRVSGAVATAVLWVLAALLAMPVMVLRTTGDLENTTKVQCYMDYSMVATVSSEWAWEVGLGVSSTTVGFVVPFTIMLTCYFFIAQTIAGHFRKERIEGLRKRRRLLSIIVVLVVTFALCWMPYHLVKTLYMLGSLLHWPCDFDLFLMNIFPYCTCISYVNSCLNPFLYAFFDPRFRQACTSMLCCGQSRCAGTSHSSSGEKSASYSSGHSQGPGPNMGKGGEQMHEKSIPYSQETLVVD
TIM10 inh – growth inhibitors of isogenic TIM10 control yeast, primary screen, counter-screen for tim10-1 yeast inhibitor project, luminescence, uHTS | S. cerevisiae TIM10 strain growth, BacTiter-Glo luminescence, 24 h | inhibition, % at 10 µM | actives 1.4% (n = 330,000) | AID 463195, 2010;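 active means inhibition of 40% or more at the single tested concentration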;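 further: wild-type TIM10 isogenic control strain grown at permissive 25 °C; 0% = DMSO yeast wells and 100% = minimal medium wells without yeast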
MPTP inh – mitochondrial permeability transition pore inhibitors, primary screen, biochemical, isolated mouse mitochondria, absorbance | Ca2+ swelling absorbance, 30 min | inhibition, % at 10 µM | actives 1.4% (n = 360,000);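 active means inhibition of 50% or more, scaled per plate between neutral and stimulator controls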;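 further: 0% = DMSO wells given calcium and 100% = 1 mM EGTA wells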
MIN6 prolif – inducers of MIN6 beta-cell proliferation, primary screen, ATP luminescence, uHTS | MIN6 cells proliferation, ATPlite luminescence, 48 h; cells starved in 0.2% serum; 100% = growth in 10% serum | proliferation, % at 10 µM | actives 0.29% (n = 330,000);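 active means compounds whose signal lies at least 3.5 SD above the mean of all wells on their plate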;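 further: 0% = DMSO-treated cells in low-serum medium and 100% = 10% serum control; some compounds called inactive have numbers as strong as hits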
GRIN3A LBD mod – binders of NR3A ligand-binding domain, primary screen, biophysical, differential scanning fluorimetry, uHTS | Glutamate receptor ionotropic, NMDA 3A (GRIN3A) ligand-binding domain | NR3A LBD differential scanning fluorimetry, Tm shift; 0% = protein alone, 100% = glycine-bound protein | Tm shift relative to glycine control, % at 25 µM | actives 2.5% (n = 340,000);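 active means melting temperature shift of at least 10% of the positive control shift, at one fixed dose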
APJ agonist – agonists of human apelin receptor APJ, primary screen, CHO-K1 cells, PathHunter beta-arrestin, luminescence. P35414. 0% DMSO wells, 100% apelin. activation, % at 20 µM. actives 0.11% (n = 330,000). AID 2520, 2010;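 active means activation more than six SD over the plate average, tested at 20 µM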;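 further: 0% = DMSO alone and 100% = apelin-13 at 10 nM; some results filed as inactive read as strong as hits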
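Incubation: overnight seeding, 90 min compound at 25 °C, 1 h detection; test system: PathHunter CHO-K1 APJ (AGTRL-1) beta-arrestin reporter cells; amount: 1000 cells/well; doses: one dose, 20 µM compound, 1% DMSO; measured by: beta-gal luminescence; measure: agonist-driven arrestin binding to APJ; benchmarks: negative DMSO alone, positive Apelin-13 at 10 nM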
tim10-1 inh – growth inhibitors of tim10-1 mutant yeast, primary screen, luminescence, uHTS | S. cerevisiae tim10-1 ts strain growth, BacTiter-Glo, 24 h | inhibition, % at 20 µM | actives 2.2% (n = 330,000);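 active means inhibition of at least 40%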;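 further: mutant grown at 25 °C; 0% = DMSO wells with yeast and 100% = wells holding no yeast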
tim23-1 inh – growth inhibitors of tim23-1 mutant yeast, primary screen, luminescence, uHTS; S. cerevisiae tim23-1 growth, BacTiter-Glo luminescence, 24 h; inhibition, % at 20 µM; actives 1.3% (n = 330,000);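 active means growth inhibition of the mutant yeast at or above 50%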;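 further: temperature-sensitive mutant grown at 25 °C; plate controls were DMSO-treated mutant yeast for no effect and medium wells lacking yeast for full effect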
NLRP3 yeast inh – NALP3 inflammasome inhibitors in reconstituted yeast, primary screen, luminescence, uHTS; Yeast reconstituted NLRP3/ASC/caspase-1, beta-gal luminescence, 24 h; actives 0.39% (n = 330,000); inhibition, % at 10 µM; AID 2825, 2010;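 active means inhibition of 50% or more; inactive means inhibition below 50%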;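 further: plate controls were induced DMSO wells for no effect and uninduced yeast grown without galactose for full effect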
Numbers without * were called inactive; / = no result given.

SMILES	APJ antagonist	TIM10 inh	MPTP inh	MIN6 prolif	GRIN3A LBD mod	APJ agonist	tim10-1 inh	tim23-1 inh	NLRP3 yeast inh
CCCCNS(=O)(=O)c1ccc(S(=O)(=O)NCc2ccncc2)cc1	16	-5	80*	-2	2	5	-6	-1	11
O=[N+]([O-])c1ccc(-c2nn(-c3ccccc3)cc2/C=N/n2c(-c3ccncc3)n[nH]c2=S)cc1	6	1	3.8	-6	0	3	3	-14	1
COc1ccc(C(=O)OCC(=O)N2CCCCCC2)cc1S(=O)(=O)N1CCOCC1	8	3	-1.3	2	-1	-2	2	5	15
Cc1ccc(S(=O)(=O)/N=C(/c2ccccc2)N2CCOCC2)cc1	-3	19	-3.0	0	-2	-3	6	0	8
CC(=O)Nc1ccc(NC(=O)c2nccnc2C(=O)O)cn1	-4	-15	0.3	1	1	-1	3	0	2
CCOC(=O)CN1C(=O)S/C(=C/c2ccc(C)o2)C1=O	-16	5	-1.2	-1	-4	-2	8	9	14
Cc1ccc(C(=O)NNC(=O)CSc2nnc3ccccn23)cc1	1	0	-1.5	-6	1	-1	4	13	5
CCC(=O)Nc1sc(C(=O)N2CCCCC2)c(C)c1C#N	5	4	-0.4	-1	-1	-5	13	15	-3
COc1ccc(S(=O)(=O)Nc2c(NC3CCCCC3)c3ccccc3oc2=O)cc1Cl	5	17	-1.9	-5	3	4	14	13	-13
O=C(NCCN1CCCC1)c1ccccc1Cl	6	7	-1.4	-1	1	-4	-9	11	10
CC1CCCCN1C(=O)COc1ccc(S(=O)(=O)N2CCCC2)cc1[N+](=O)[O-] (stereo not given)	-10	12	-0.2	-4	0	-5	1	8	6
O=C1C(Cc2ccccc2)C(c2ccccc2)N1c1ccccc1 (stereo not given)	3	-14	-0.8	-4	0	-2	11	7	-30
Cc1ccc(S(=O)(=O)NC(C(=O)Oc2ccc3c(C(F)(F)F)cc(=O)oc3c2)c2ccccc2)cc1 (stereo not given)	-10	10	1.8	-1	-1	-1	22	28	-1
COc1ccc(CCNC(=O)COC(=O)Cn2cnc3c2c(=O)n(C)c(=O)n3C)cc1	10	-5	-1.3	3	-2	-2	-10	8	13
COc1ccc(NC(=O)c2ncn[nH]2)cc1	5	-5	-2.5	-3	0	4	2	11	-4
COc1ccc(-n2nc(C(=O)NCC(=O)N3CCN(c4ccccn4)CC3)c3ccccc3c2=O)cc1Cl	-1	23	1.4	-6	-1	5	18	2	15
COc1ccccc1C(=O)OCC(=O)Nc1ccc(Cl)cn1	3	1	-0.5	-3	-5	-2	10	0	31
Cn1nnc(NC(=S)NC(=O)c2ccccc2)n1	36	13	-0.1	-1	-1	-6	-7	-4	21
CSc1nc2sc3c(c2c(=O)[nH]1)CCC(C)C3 (stereo not given)	22	1	-0.2	0	1	-1	6	12	4
COc1ccc(C2C(C(=O)Nc3cccc(C)n3)c3ccccc3C(=O)N2C)cc1OC (stereo not given)	6	0	-1.6	-4	-3	8	7	17	-25
Cn1c(N)c(C(=O)CNC2CCCCC2)c(=O)n(C)c1=O	-5	14	-1.2	1	-3	1	7	14	17
CCC(C)NC(=O)/C=C/c1cccs1 (stereo not given)	7	-6	-4.2	0	0	3	4	17	11
CCOC(=O)N1CCN(C(=O)CNS(=O)(=O)c2c(C)cc(C)cc2C)CC1	16	4	-2.4	-1	-1	0	11	10	24
O=C(O)c1ccc(Cn2cnc3scc(-c4ccccc4)c3c2=O)cc1	23	6	-3.8	-1	0	-3	-9	3	12
CCOC(=O)CC(c1ccc([N+](=O)[O-])cc1)n1c(C)ccc1C (stereo not given)	21	2	0.4	-1	1	-4	23	10	6
CN(C)S(=O)(=O)c1cc(C(=O)NCc2ccccc2)c(Cl)cc1Cl	-3	4	-0.6	-4	3	0	16	16	12
COc1ccc(C(=O)NC2CCN(C(=S)Nc3ccccc3C)CC2)cc1	5	-6	0.5	1	0	-1	4	21	25
COc1ccc(S(=O)(=O)N(C(=O)C(C)C)c2ccc3oc(=O)sc3c2)cc1	-10	33	-1.9	-6	-3	-3	27	32	17
CC1(C)O[C@@H]2[C@H](O1)[C@@H](COS(=O)(=O)O)O[C@H]2n1cnc2c(N)ncnc21	-7	2	/	-3	/	-4	1	-1	16
O=C(Nc1ccccc1NC(=O)c1csnn1)c1csnn1	-1	18	-2.2	0	0	-4	14	-1	10
CSc1ccc(CN(C)CC(=O)NC(=O)NC(C)(C)C)cc1	-18	4	1.9	-1	2	1	23	17	29
Cc1nc(-c2coc3cc(O)c(C)cc3c2=O)cs1	-15	-2	-3.6	-5	-1	-1	-6	-1	22
Cc1ccccc1NC(=O)COC(=O)c1c(-c2ccccc2)noc1C	8	0	0.9	2	1	-2	-7	16	17
Cc1ccc(C(=O)NNC(=O)C2CCN(S(=O)(=O)c3ccc(C)cc3)CC2)cc1	-6	-6	1.1	-5	-2	-2	4	4	12
COc1cc2c(cc1OC)CN(C(=O)/C=C/c1cc(OC)c(OC)c(OC)c1)CC2	0	-6	1.2	4	-2	2	33	7	3
COc1ccc(-n2ncc3c(=O)n(CC(=O)NC(C)C)cnc32)cc1	10	-13	-0.7	-1	-2	3	-2	9	9
Cc1ccc(S(=O)(=O)NCc2ccc(C(=O)NCCCN3CCN(C)CC3)cc2)cc1	-3	7	-0.7	0	1	1	5	0	-14
COc1cc(NC(=O)CSc2nc3ncnc(N)c3[nH]2)c(C(=O)O)cc1OC	2	-3	-0.2	-3	0	3	9	8	11
COCCCNC1=C(Cl)C(=O)c2ccccc2C1=O	-33	27	2.2	-4	0	5	30	41	15
Nc1ccc(C(=O)OCC(=O)Nc2ccc([N+](=O)[O-])cc2C(F)(F)F)cc1	-31	20	1.9	3	-5	3	19	20	29
Cc1nc(N2CCOCC2)[nH]c(=O)c1[N+](=O)[O-]	9	0	-0.6	-1	0	-7	7	-2	-1
O=S(=O)(Nc1ccn(-c2ccccc2)n1)c1ccc(Br)cc1	-5	13	1.6	-2	-27	-5	-6	40	24
CCCCN(C)S(=O)(=O)c1cc2c3c(c1)CCC(=O)N3CCC2	0	12	-0.8	-4	0	5	19	22	1
Cc1ccc(C(C)C)c(OCC(=O)NNC(=O)C2CSC3(C)CCC(=O)N23)c1 (stereo not given)	12	5	-1.8	-4	0	-3	-1	-14	16
CCCOc1ccc(C(F)(F)F)cc1NC(=O)C1CC(=O)N(Cc2ccco2)C1 (stereo not given)	3	13	-1.8	-1	2	-3	20	27	20

Given as labelled records: part of the list above.
smiles: Cc1ccccc1NC(=O)COC(=O)c1c(-c2ccccc2)noc1C
  APJ antagonist: 8; TIM10 inh: 0; MPTP inh: 0.9; MIN6 prolif: 2; GRIN3A LBD mod: 1; APJ agonist: -2; tim10-1 inh: -7; tim23-1 inh: 16; NLRP3 yeast inh: 17
smiles: Cc1ccc(C(=O)NNC(=O)C2CCN(S(=O)(=O)c3ccc(C)cc3)CC2)cc1
  APJ antagonist: -6; TIM10 inh: -6; MPTP inh: 1.1; MIN6 prolif: -5; GRIN3A LBD mod: -2; APJ agonist: -2; tim10-1 inh: 4; tim23-1 inh: 4; NLRP3 yeast inh: 12

Copied from above for reference:
SMILES	APJ antagonist	TIM10 inh	MPTP inh	MIN6 prolif	GRIN3A LBD mod	APJ agonist	tim10-1 inh	tim23-1 inh	NLRP3 yeast inh
CCCCNS(=O)(=O)c1ccc(S(=O)(=O)NCc2ccncc2)cc1	16	-5	80*	-2	2	5	-6	-1	11
O=[N+]([O-])c1ccc(-c2nn(-c3ccccc3)cc2/C=N/n2c(-c3ccncc3)n[nH]c2=S)cc1	6	1	3.8	-6	0	3	3	-14	1
COc1ccc(C(=O)OCC(=O)N2CCCCCC2)cc1S(=O)(=O)N1CCOCC1	8	3	-1.3	2	-1	-2	2	5	15
Cc1ccc(S(=O)(=O)/N=C(/c2ccccc2)N2CCOCC2)cc1	-3	19	-3.0	0	-2	-3	6	0	8
CC(=O)Nc1ccc(NC(=O)c2nccnc2C(=O)O)cn1	-4	-15	0.3	1	1	-1	3	0	2
CCOC(=O)CN1C(=O)S/C(=C/c2ccc(C)o2)C1=O	-16	5	-1.2	-1	-4	-2	8	9	14
Cc1ccc(C(=O)NNC(=O)CSc2nnc3ccccn23)cc1	1	0	-1.5	-6	1	-1	4	13	5
CCC(=O)Nc1sc(C(=O)N2CCCCC2)c(C)c1C#N	5	4	-0.4	-1	-1	-5	13	15	-3
COc1ccc(S(=O)(=O)Nc2c(NC3CCCCC3)c3ccccc3oc2=O)cc1Cl	5	17	-1.9	-5	3	4	14	13	-13
O=C(NCCN1CCCC1)c1ccccc1Cl	6	7	-1.4	-1	1	-4	-9	11	10
CC1CCCCN1C(=O)COc1ccc(S(=O)(=O)N2CCCC2)cc1[N+](=O)[O-] (stereo not given)	-10	12	-0.2	-4	0	-5	1	8	6

(cont.)
SMILES	APJ antagonist	TIM10 inh	MPTP inh	MIN6 prolif	GRIN3A LBD mod	APJ agonist	tim10-1 inh	tim23-1 inh	NLRP3 yeast inh
Cc1cccc(C)c1NC(=O)CNC(=O)c1c(-c2ccccc2)noc1C	-59	-5	-0.1	-1	1	-1	-20	3	8
COCC1CCN(Cc2cn[nH]c2-c2cc(OC)c(OC)c(OC)c2)CC1	5	-8	1.5	0	1	-4	-12	0	-5
N/C(=N\OC(=O)CC1CCCCC1)c1cccc(Br)c1	-33	73*	0.5	-3	2	17	62*	41	13
O=C(O)C1=CCCNC1	16	-3	-4.6	-1	-1	-5	10	9	25
COc1ccccc1C(=O)NNC(=O)c1ccc2ccccc2c1	11	-9	1.0	-2	0	-2	-5	14	14
C=CCOC(=O)C1=C[C@@H](c2ccc(C(F)(F)F)cc2)C[C@@H](OCc2ccc(CO)cc2)O1	8	26	-0.7	-8	-3	-5	17	32	4
COc1cc(/C=c2\sc3n(c2=O)CCCN=3)ccc1O	11	19	-0.9	0	-3	2	33	27	30
CC(c1ccccc1)N1CC(C(=O)N2CCN(Cc3ccc(C#N)cc3)CC2)CC1=O (stereo not given)	-5	3	-1.0	2	0	1	7	12	-6
CC1CC(C)CN(C(=O)Cc2c(C(=O)O)[nH]c3ccc(Cl)cc23)C1 (stereo not given)	-7	3	-0.4	-4	-1	1	-6	10	-3
Nc1nonc1-n1nnc(C(=O)N/N=C/c2ccccc2)c1CSc1ccccc1	-5	-2	7.8	-2	35*	-4	-10	0	5
Cc1noc(C)c1S(=O)(=O)Nc1ccc2c(c1)C(=O)N([C@H](C)CO)C[C@H](C)[C@@H](CN(C)Cc1ccc(C(=O)O)cc1)O2	-12	8	1.2	-1	0	1	-3	-10	16
COCC(=O)N1CCC(Oc2ccc(C(=O)NCc3cnc(C)cn3)cc2)CC1	6	1	1.8	-4	2	-2	6	6	-5
Nc1nncn1C(=O)CCCN1C(=O)c2ccccc2C1=O	6	-11	0.2	-4	0	-3	7	-6	7
